High-throughput results from PubChem BioAssay.
E-sel TNF inh: TNF alpha driven E-selectin expression inhibition; HUVEC TNFa-induced E-selectin immunofluorescence, high content; inhibition, % at 2 µM; hit rate 0.71% among 120,000; AID 1246;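 active = inhibition above the batch mean plus 3 SD, and confirmed as a hit on visual image review, cut at about 43% in these data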;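 also: 0% = TNF-stimulated DMSO wells and 100% = unstimulated control wells; not every result past the cut was called active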
Numbers without * were called inactive. Some of the compounds tested. The share of hits here may be higher or lower than overall.

SMILES | E-sel TNF inh
COc1ccccc1NC(=O)CS(=O)(=O)c1cn(CC(=O)N2CCOCC2)c2ccccc12 | 4
COc1ccc(Nc2nc3ccccc3s2)cc1 | -17
C/C(N)=C(/C#N)C(=O)COC(=O)Cc1coc2cc(C)ccc12 | -40
COC(=O)C1=NNC2(c3ccc(C)cc3)C(=O)N(c3ccc(C)cc3)C(=O)C12 (centres undefined) | 8
NC(=O)Cc1ccc(C(=O)c2ccc(Cl)cc2)s1 | -10
CNC(=O)CSc1nnc(-c2cccnc2)n1-c1ccc(C)cc1 | -12
CN(C)c1ccc(C(C#N)c2ccc(Cl)cc2)nn1 (centres undefined) | -4
CC1(C(=O)NNC(=S)NCc2ccco2)CC1(Cl)Cl (centres undefined) | 22
CCc1ccccc1NC1=CC(=O)CC(C)(C)C1 | -4
CCN(CC)CCNC(=O)/C(=N\O)c1ccccn1 | -2
CCOC(=O)N1CCN(CC(=O)Nc2ccc(F)cc2F)CC1 | -26
O=C(Nc1ccccc1NC(=O)c1csnn1)c1csnn1 | 5
COc1ccccc1C(=O)OCC(=O)Nc1ccc(Cl)cn1 | -21
CC(=O)c1cccc(NC(=O)COC(=O)c2ccc(S(C)(=O)=O)c([N+](=O)[O-])c2)c1 | 24
COc1ccc(CCNC(=O)CSc2cccc3cccnc23)cc1OC | -44
COc1ccc(CN(Cc2ccc(C(=O)O)cc2)C(=S)Nc2cc(C)cc(C)c2)cc1OC | 7
CSCCC(=O)N1CCCC(CNC(=O)c2ccc(-c3ccccc3)cc2)C1 (centres undefined) | -13
O=C(c1ccc(Oc2ccc([N+](=O)[O-])cc2Cl)cc1)N1CCCC1 | -38
CN(C)c1nc(N(C)C)nc(N2CC(CCl)OC2=N)n1 (centres undefined) | -8
COC(=O)c1c(N2C(=O)Nc3ccccc3N2O)sc(C)c1C | 17
COc1ccc(Cn2nnnc2C(CC(C)C)N2CCC(C(N)=O)CC2)cc1 (centres undefined) | 14
CNS(=O)(=O)c1ccc(NC(=O)c2cnn3c(C(F)F)cc(-c4ccccc4)nc23)cc1 | 22
Cc1cccc(NC2=C(Cl)C(=O)OC2OC(=O)c2ccco2)c1 (centres undefined) | 15
COc1ccc(Cn2c(=O)cc(C)[nH]c2=S)cc1 | 6
Cc1ccc(CNC(=O)CSc2nc3ccsc3c(=O)n2Cc2ccc(C(=O)O)cc2)cc1 | -29
O=c1cc(-c2ccccc2)nc(SCCOc2ccccc2Cl)[nH]1 | -12
COc1ccc(-c2[nH]ncc2CN2CCC(N3CCSCC3)CC2)c(F)c1 | -6
Cc1ccc(S(=O)(=O)NC(=O)NC(=O)N(C)S(=O)(=O)c2ccc(C)cc2)cc1 | -14
O=C1CCC(C(=O)N2CCC(CO)(Cc3ccc(Cl)cc3)CC2)=NN1 | 0
CCNc1nc(N2CCCC2)nc(N2CCCC2)n1 | -56
Cc1cc(C(=O)CSc2nc3ccccc3c(=O)[nH]2)c(C)n1CC1CCCO1 (centres undefined) | -11
N#Cc1c(SCC(N)=O)nc2c(c1-c1ccncc1)CCCC2 | -42
Cc1csc(NC(=O)c2ccc(C)c(S(=O)(=O)N3CCOCC3)c2)n1 | -39
O=C(COC(=O)c1cccs1)Nc1cc(S(=O)(=O)N2CCOCC2)ccc1Cl | -6
O=C(COC(=O)/C=C/c1cccc(F)c1)Nc1ccc(Cl)cn1 | -51
COc1cc(NC(=O)Cn2ncc(Cl)c(Cl)c2=O)c(C)cc1[N+](=O)[O-] | 83*
COc1cnc(-c2ccccn2)nc1Oc1ccccc1 | -16
Cc1ccc(/C(O)=C2\C(=O)C(=O)N(CC(C)O)C2c2ccccn2)cc1 (centres undefined) | -13
COC(=O)CNC(=O)c1sc2ncn(CC(=O)Nc3ccc(C)c(Cl)c3)c(=O)c2c1C | -10
N#CC(C#N)=C(Nc1ccccc1)c1ccccc1 | -13
O=C1CN(S(=O)(=O)c2cc(Cl)ccc2Cl)CCN1 | -25
O=C(COC(=O)c1ccc2c(c1)S(=O)(=O)c1ccccc1C2=O)NC1CC1 | 10
NC(=O)c1ncc(C(F)(F)F)cc1Oc1cccnc1 | -27
CN(C)/C=C1\C(=O)N(c2ccc(Cl)c(Cl)c2)CS1(=O)=O | 10
CSc1ccc(N/N=C(/C#N)S(=O)(=O)C(C)(C)C)cc1 | -15
Cc1c2c(n3c(nc4ccccc43)c1C#N)N(CCCN(C)C)CC2 | -14
CC(=O)NC(=S)Nc1cccc2c(C)cc(C)nc12 | 16
COCCn1c(=S)[nH]c2ccccc21 | 3
COCCN1C(=O)/C(=C/c2ccc(N3CCCC3)cc2)SC1=S | 22
Cc1cc(NC(=S)N(Cc2ccc(Cl)cc2)Cc2ccc(C(=O)O)cc2)ccc1Cl | 10
Other entries:
SMILES | E-sel TNF inh
O=S(=O)(NCCCN1CCOCC1)c1ccc2ccccc2c1 | -1
CC(C)N(CCNCc1nnc(-c2ccccc2)o1)C(C)C | -45
Cc1ccc(NC(=O)Nc2nnc(-c3ccncc3)s2)cc1 | 2
CCOC(=O)CCCCC(=O)c1[nH]c(=O)[nH]c1CSc1nnc2c3cc(Br)ccc3n(C)c2n1 | -26
O=C(COC(=O)c1cc(-c2ccccc2)nc2ccccc12)NCC1CCCO1 (centres undefined) | -6
CC(NC(=O)CCc1nnc(-c2ccc(-c3ccccc3)cc2)o1)c1nccs1 (centres undefined) | -5
CSCCC(NS(=O)(=O)c1ccc2[nH]c(=O)c(=O)[nH]c2c1)C(=O)O (centres undefined) | -11
CCOCCCNC(=O)c1ccc2c(=O)n(Cc3ccc(OC)cc3)c(=O)[nH]c2c1 | -4
CSC1=NC(C)(C)C=C(/C=C/c2ccc(Cl)cc2)N1 | -1
O=C(NC1CCCCC1)C(=S)NCCc1ccccc1 | 8
CCN(Cc1ccccc1)C(=O)C(C)OC(=O)c1cc(S(=O)(=O)Nc2c(C)n(C)n(-c3ccccc3)c2=O)ccc1C (centres undefined) | 9
Cc1nc(-c2nc(-c3c(C(=O)NN)noc3C)cs2)cs1 | -17
Cc1ccc2[nH]c(=O)c(CN(CC3COCCO3)C(=O)Nc3ccccc3C)cc2c1 (centres undefined) | -13
CCCCn1c(N)c(N2CCOCC2)c(=O)n(CC(=O)NCCc2ccccc2)c1=O | -62
COc1ccc(-c2cc(C(F)F)n3ncc(C(=O)N4CCc5ccccc54)c3n2)cc1 | 5
O=C(CSc1ccc(-c2ccccn2)nn1)NCc1ccc(Cl)cc1 | -54
Cc1cc(C)c(NC(=O)C[N+](C)(C)CC(O)COc2cccc3ccccc23)c(C)c1 (centres undefined) | -44
COc1ccc(C(=O)CCC(=O)Nc2cccc(Cl)c2)cc1 | 14
CC(CCCC(C)(C)O)NC(=O)c1cc(COc2ccc3ncccc3c2)on1 (centres undefined) | -57
O=S(=O)(c1ccc(F)cc1)N1CCN(C(=S)NCc2ccccc2)CC1 | 1
CCOC(=O)C(=Cc1ccccc1OC)C(=O)OCC | 24
COc1ccc(CN(C(=O)CCC(=O)N2CCCCC2)c2nccs2)cc1OC | -38
CSc1nc2c(c(=O)[nH]1)C(c1ccccc1)C1=C(CC(C)(C)CC1=O)N2 (centres undefined) | -12
COc1ccc(CN2CCNC(=O)C2CC(=O)NCc2ccc(C)s2)c(OC)c1 (centres undefined) | -45
Cc1nnc(SCC(=O)N2CCCCCC2)n(N)c1=O | 2
O=C(COC(=O)c1ccccc1Cl)NCCC1=CCCCC1 | 4
CCOC(=O)c1ccc(S(=O)(=O)NCCN(CC)CC)cc1 | 0
Cc1csc(SCC(=O)NCc2cccc(Cl)c2)n1 | -19
c1ccc(CN2CCN(Cc3cn4cccnc4n3)CC2)cc1 | -2
CCN1CCSc2ccc(C(=O)Nc3ccc(NC(C)=O)cc3)cc21 | 1
Cc1ccc(CNC(=O)CCCCCNc2nc(=S)[nH]c3ccccc23)cc1 | 0
O=C(Nc1ccc(OC(F)F)c(Cl)c1)c1ccccn1 | 9
COc1cc(CC(NC(C)=O)C(=O)NC2CCN(c3c4c(nc5ncnn35)CCC4)CC2)cc(OC)c1 (centres undefined) | 16
CCN1CCCC1CNS(=O)(=O)c1cccc(C(F)(F)F)c1 (centres undefined) | 16
CC1CCCC(C)N1C(=C(Cl)Cl)C(=C1SCCS1)[N+](=O)[O-] (centres undefined) | 17
COc1ccccc1-c1ccc(SCc2cccc(C)c2)nn1 | 2
COC(=O)C(NC(=O)c1c(C)nn(C)c1Cl)c1ccccc1 (centres undefined) | -48
COCc1nnc(NC(=O)c2ccc(S(=O)(=O)N3CCCc4ccccc43)cc2)o1 | -23
CCOP(=O)(OCC)c1nc(-c2ccc(Cl)cc2)oc1NCc1ccccc1 | 1
CC(C)c1ccc(NC(=O)c2cccc(Br)c2)cc1 | 11
NC(=O)NC(=O)CSc1ccccc1 | -77
CC(=O)N1N=C(c2ccc(C)o2)CC1c1cccc(F)c1 (centres undefined) | -12
Cc1cnc(NC(=O)CC2CCCC2)s1 | -39
c1ccc(C2CC(c3cccs3)Nc3nnnn32)cc1 (centres undefined) | -1
Cc1ccc(N/N=C(\C#N)C(N)=S)cc1C | 21
COc1ccccc1-c1nc(-c2ccccc2)[nH]c(=O)c1C#N | 1
CC(C)CNC(=O)C(=O)NCc1ccccn1 | -18
O=C1CC(c2ccccc2)Cc2nc(NC3CC3)ncc21 (centres undefined) | -4
C=CCN(c1ccccc1OC)S(=O)(=O)c1ccc(Cl)c(C(=O)Nc2ccc(N3CCOCC3)cc2)c1 | -31
Cc1cc(C)c(C(=O)O)c(Cl)n1 | 1
Clc1ccc(-c2cc(C3CCNCC3)[nH]n2)c(Cl)c1 | -2
Cc1ccc(S(=O)(=O)Nc2ccc(N3CCN(C)CC3)nc2)cc1 | -11
